Assay outcomes from PubChem BioAssay.
NTR1 ag: agonists of NTR1, primary screen, imaging, U2OS cells, beta-arrestin-GFP, high content (AID 493036) | Neurotensin receptor type 1 (Homo sapiens), P30989 | NTR1-U2OS beta-arrestin-GFP spot imaging, agonist mode | activation, % at 20 µM | 0.17% of 330,000 active;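 active = activation at or above 40% of the spot to cytoplasm intensity ratio, with at least 20 cells analyzed; inconclusive = wells under 20 cells, flagged as cytotoxic or low count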;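 note: 0% = DMSO without peptide and 100% = 100 nM NTR1 peptide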
Target sequence (P30989 whole entry, looked up): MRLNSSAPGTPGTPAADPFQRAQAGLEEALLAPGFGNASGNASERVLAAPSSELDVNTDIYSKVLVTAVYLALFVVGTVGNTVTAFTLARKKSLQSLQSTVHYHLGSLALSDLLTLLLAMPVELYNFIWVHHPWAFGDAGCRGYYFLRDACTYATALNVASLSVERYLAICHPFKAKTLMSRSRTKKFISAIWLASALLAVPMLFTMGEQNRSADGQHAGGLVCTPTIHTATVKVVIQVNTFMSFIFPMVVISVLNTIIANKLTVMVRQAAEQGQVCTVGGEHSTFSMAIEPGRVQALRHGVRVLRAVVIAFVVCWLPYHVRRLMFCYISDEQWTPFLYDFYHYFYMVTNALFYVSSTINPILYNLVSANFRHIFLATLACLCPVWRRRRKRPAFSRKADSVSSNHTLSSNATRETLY
TNAP activation fold: human TNAP enzyme activators, primary screen, biochemical, luminescent, no phosphate acceptor, uHTS (AID 1001) | activation fold at 20 µM, or EC50 in µM where a hit was titrated | 0.03% of 200,000 active | purified TNAP, luminescent activation assay, no phosphate acceptor; higher activation fold means a stronger effect | Alkaline phosphatase, tissue-nonspecific isozyme (Homo sapiens); in the data active = activation fold from about 3, or a potency from the dose series; inactive = the rest, 99 in 100 with activation fold below about 1.6; note: many of its hits are not listed in these tables
PhoP inhibition: inhibitors of PhoP regulon expression, primary screen, Salmonella Typhimurium, GFP reporter (AID 1863); S. Typhimurium PhoP-regulated promoter GFP reporter, 4 h; higher % means a stronger effect; 0.16% of 300,000 active; inhibition, % at 50 µM; hits with a dose series show IC50 in µM;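 active = inhibition over 29.93%, a cutoff 3 SD above the screen mean, later confirmed by dose response; inconclusive = inhibition over 29.93% but no dose response follow-up; inactive = inhibition at most 29.93% or unconfirmed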;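 note: 0% = low Mg2+ inducing control and 100% = high Mg2+ repressing control; strong numbers were not always called active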
K1F lysis inhibition: inhibition of K1F phage lysis, E. coli UTI89, bacterial capsule biogenesis inhibitors, alamar blue (AID 488966); 0.02% of 340,000 active; inhibition, % at 100 µM; hits with a dose series show IC50 in µM; E. coli UTI89 K1F phage lysis, alamar blue, 2 h; higher % means a stronger effect;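 active = phage lysis inhibition, versus mean bacterial control, above a set limit; inconclusive = no clear call, values can overlap the other calls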;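 note: capsule biogenesis inhibitors block K1F phage lysis so surviving cells raise fluorescence; higher fluorescence means more inhibition of phage lysis; actives were called in the ten point dose series up to 300 µM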
Rac1 GTP hydrolysis: MgcRacGAP GTPase-activating activity inhibitors, confirmation, biochemical, ADP Hunter fluorescence. 0.6% of 340,000 active. one-dose inhibition, % at 30 µM; IC50 in µM for titrated hits. Rac GTPase-activating protein 1 (Homo sapiens). MgcRacGAP-stimulated Rac1 GTP hydrolysis, ADP Hunter fluorescence; higher % means a stronger effect; GST-tagged Rac1 F28L mutant substrate. AID 624330, 2012;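 active = first-screen hits whose inhibition reached a set limit at any dose in the follow-up dose series; inconclusive = inhibition above the set first-screen limit but never retested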;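 note: fluorescence reports GDP produced by GAP-driven GTP hydrolysis; strong numbers were not always called active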
RSV antiviral HEp-2: RSV antiviral activity via CPE protection, HEp-2 cells, primary 10 µM value included (AID 2391); HEp-2 cells, RSV-induced CPE inhibition; higher % means a stronger effect; 0.13% of 310,000 active; CPE inhibition, % at 10 µM, or IC50 in µM where a hit was titrated; in the data active = a potency from the dose series; inconclusive = CPE inhibition mostly from about 23% at the one dose, without a potency; inactive = the rest, 99 in 100 with CPE inhibition below about 21%; note: strong numbers were not always called active
Large T inhibition: SV40 large T antigen inhibitors, biochemical (AID 1903); one-dose inhibition, % at 20 µM; IC50 in µM for titrated hits; SV40 large T antigen ATPase/helicase inhibition assay; higher % means a stronger effect; 0.39% of 310,000 active; in the data active = a potency from the dose series; inconclusive = inhibition mostly from about 32% at the one dose, without a potency; inactive = the rest, 99 in 100 with inhibition below about 32%; note: strong numbers were not always called active
T cell modulator: modulators of CD8 T cell-vesicle binding, primary screen, mouse 2C CD8+ T cells, flow cytometry; 2C CD8+ T cell-vesicle binding; hits give low values; 0.068% of 330,000 active; AID 2052, 2009; calls only at 7 µM;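 active = response, share of CD8 T cells binding vesicles, and their 90th percentile fluorescence all below set limits, cut at about 80% in these data, passing the limit was not always enough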
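Assay system – 2C mouse CD8+ T cells · Also added – QL9-loaded Drosophila micro-vesicles · Timing – Cell–vesicle co-incubation 1.5 h at 37 °C, staining 20 min on ice · Signal – flow cytometry of vesicle-bound cells · Measure – percent CD8+ FL2 mean versus row control · Controls – Peptide-free naked vesicles (low) and QL9 vesicles with 0.7% DMSO vehicle (high)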
Myeloid diff 2: induction of myeloid progenitor differentiation, primary screen, cell-based, flow cytometry, MLPCN library. ER-HoxA9 myeloid progenitors, lysozyme-GFP differentiation. calls only at 10 µM. 1% of 360,000 active. AID 624256, 2012;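 active = normalized GFP-positive differentiation at or above the plate's own cutoff, the solvent-only control mean plus 3 SD; inconclusive = no clear call, values can overlap the other calls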;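 note: cells exposed to compound for four days before flow analysis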
T cell modulator vesicle-bound %: further read-out of T cell modulator, marked with its call; double positive events, %; measured here: CD8+ vesicle-bound cell fraction;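 binding gate set so that unloaded-vesicle control wells show 10% double positive cells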
NTR1 ag cell count 20 µM: recorded beside NTR1 ag, whose call it bears; cell count; measured here: cell count, cytotoxicity flag
Myeloid diff 2 GFP+ MAC1+ %: second read-out of Myeloid diff 2, no call of its own (marks repeat the call); GFP+ MAC1+ double positive, %; measured here: differentiation confirmed by MAC1 staining
* marks the source's active call; other numbers are inactive results; i = inactive; ? = inconclusive; · = not tested or not shown; + = active, no number; [ ] = another dose, or the depositor's remark.

no.	Molecule	NTR1 ag	NTR1 ag cell count 20 µM	TNAP activation fold	PhoP inhibition	K1F lysis inhibition	Rac1 GTP hydrolysis	RSV antiviral HEp-2	Large T inhibition	T cell modulator	T cell modulator vesicle-bound %	Myeloid diff 2	Myeloid diff 2 GFP+ MAC1+ %
1	CCN1C(=O)CC(N2CCOCC2)C1=O (centres undefined)	0.5	51	1.1	6%	0.0%	2%	-0.5%	14%	i	31	i	0.4
2	C/C(N)=C(/C#N)C(=O)CSc1nc2ccccc2n1CC(C)C	0.4	58	1	0%	-0.3%	9%	-0.7%	6%	i	18	i	0.4
3	OCCCn1c(CCNc2nc(-c3ccc(Cl)cc3)cs2)nc2cc(C(F)(F)F)ccc21	2.7	76	·	-9%	-0.9%	0%	?	23%	i	21	i	0.8
4	CN(C)S(=O)(=O)N1CCN(c2ccnc3cc(Cl)ccc23)CC1	1.0	70	·	1%	-1.2%	8%	0.6%	6%	i	38	i	0.7
5	O=C(C[n+]1cccc(C(=O)Nc2ccccc2)c1)c1ccc([N+](=O)[O-])cc1	2.0	44	·	10%	-1.5%	-9%	3.2%	-3%	i	26	·	·
6	COC(=O)CNC(c1ccccc1)c1cc(Br)ccc1NS(=O)(=O)c1ccc(C)cc1 (centres undefined)	7.2	72	1.8	-5%	0.1%	5%	?	4%	i	54	i	0.5
7	COCCCn1c(SCC(=O)NNC(=O)c2cccc(O)c2)nnc1-c1ccncc1	2.1	53	1.1	-3%	0.3%	3%	1.3%	10%	i	44	i	0.6
8	COc1ccc(NC(=O)CCCNC(=O)Cn2cnc3sc(C)c(C)c3c2=O)cc1OC	-1.4	53	·	2%	0.0%	5%	-0.2%	-10%	i	8	i	0.4
9	COc1ccc(C(=O)Nc2ccc3nc(C)c(C)nc3c2)cc1	0.7	76	·	5%	0.1%	13%	9.3%	8%	i	12	i	0.1
10	O=C(Cc1cccc(NC(=O)C2CCN(C(=O)c3ccccc3)CC2)c1)Nc1cccc(C(=O)N2CCCC2)c1	-0.1	50	·	·	-2.3%	9%	1.5%	·	i	22	i	1.5
11	CCN1CCCC1CNCc1ccc(Cl)cc1Cl (centres undefined)	1.4	59	1.1	28%	1.4%	6%	-0.7%	11%	·	·	i	3.7
12	O=C(Nc1cccnc1)C1COc2ccccc2O1 (centres undefined)	0.3	65	1.1	5%	5.0%	5%	1.9%	4%	i	60	i	0.4
13	C=C(C)C(=O)Oc1ccc(N2C(=O)[C@@H]3C4C=CC(C4)[C@@H]3C2=O)cc1	0.2	91	·	-3%	0.4%	4%	0.0%	12%	i	24	i	0.6
14	CC(=O)Nc1ccc(NC(=O)C(C)Oc2ccc(C)nc2[N+](=O)[O-])cc1 (centres undefined)	0.3	59	·	·	0.6%[50 µM]	0%	-0.5%	·	i	41	i	0.5
15	COc1cc(C(=O)NNC(=S)NC(=O)c2ccc(F)cc2)cc(OC)c1OC	1.8	48	·	-1%	1.1%	7%	-1.5%	6%	i	6	i	0.3
16	CN(C)c1ccc(CN(C(=O)c2ccco2)C2CCS(=O)(=O)C2)cc1 (centres undefined)	5.3	69	1.2	-6%	-0.8%	-2%	-0.3%	9%	i	31	i	1.8
17	CC(=O)c1cc(C(=O)N2CCc3c([nH]c4ccccc34)C2C2CCCCC2)[nH]n1 (centres undefined)	1.5	42	1.1	-8%	0.3%	7%	6.4%	-9%	i	34	+	13*
18	O=C(c1nc2nc(-c3cccs3)cc(C(F)(F)F)n2n1)N1CCN(Cc2ccccc2)CC1	5.2	35	1	3%	0.8%	5%	8.1%	10%	i	26	i	1.5
19	Cc1nc2cc(NC(=O)NCc3ccccc3)ccc2o1	0.3	62	1.1	11%	1.0%	8%	1.5%	18%	i	38	i	0.5
20	CCC1COC(c2cccn2Cc2ccccc2Cl)=N1 (centres undefined)	0.2	107	1	4%	0.4%	2%	1.4%	0%	i	42	i	0.2
21	Cc1cnc(NC(=O)CCNC(=O)c2ccccc2Cl)s1	0.4	43	1.1	-7%	-0.7%	0%	-0.5%	1%	i	47	i	0.2
22	COCCOc1ccc(C(F)(F)F)cc1NC(=O)Cc1ccc(S(=O)(=O)N2CCOCC2)s1	1.7	66	·	1%	1.0%[50 µM]	-2%	1.6%	22%	i	19	i	0.3
23	CC(=O)Nc1ccc(NC(=O)c2cccc3ccccc23)cc1	2.5	58	·	4%	0.4%	6%	0.2%	-4%	i	·	i	0.7
24	Cn1nnnc1SCC(=O)Nc1ccccc1N1CCCCC1	0.9	12	1.1	-9%	-0.2%	9%	6.4%	4%	i	65	i	1.2

The list goes on; it opens with the 2 that closed the last part.
no.	Molecule	NTR1 ag	NTR1 ag cell count 20 µM	TNAP activation fold	PhoP inhibition	K1F lysis inhibition	Rac1 GTP hydrolysis	RSV antiviral HEp-2	Large T inhibition	T cell modulator	T cell modulator vesicle-bound %	Myeloid diff 2	Myeloid diff 2 GFP+ MAC1+ %
23	CC(=O)Nc1ccc(NC(=O)c2cccc3ccccc23)cc1	2.5	58	·	4%	0.4%	6%	0.2%	-4%	i	·	i	0.7
24	Cn1nnnc1SCC(=O)Nc1ccccc1N1CCCCC1	0.9	12	1.1	-9%	-0.2%	9%	6.4%	4%	i	65	i	1.2
25	Cc1cc(Nc2ccccc2)n(-c2cccc(Cl)c2)n1	1.8	79	1.1	-6%	0.2%	9%	0.4%	2%	i	18	i	1.6
26	CCCCC(=O)Nc1ccccc1N1CCOCC1	-0.7	34	1.1	0%	-0.8%	4%	-0.7%	11%	i	50	i	0.1
27	O=C(COc1ccccc1F)Nc1cc(S(=O)(=O)Nc2cccc(Cl)c2)ccc1O	-1.8	80	·	·	0.2%[50 µM]	8%	0.4%	·	i	44	i	0.2
28	O=C(OCC(=O)N1CCCc2ccccc21)c1ccccc1[N+](=O)[O-]	-0.1	58	·	-1%	-0.3%	5%	-2.1%	4%	i	35	i	1.6
29	CN(C(=O)COC(=O)C1COc2ccccc2O1)C1(C#N)CCCCC1 (centres undefined)	-0.1	89	·	·	0.9%[50 µM]	0%	0.2%	·	i	32	i	0.6
30	CC(C)CNC(=O)c1cccc(NC(=O)Cc2ccc(Cl)cc2)c1	6.5	72	1.1	-9%	5.0%[50 µM]	-4%	6.0%	12%	i	57	i	2.4
31	COCCSc1nnc(NC(=O)C2CCCCC2)s1	0.7	86	1.1	10%	0.7%	3%	1.9%	-4%	i	13	i	1.5
32	CSc1nnc2n(-c3ccccc3)c(=O)c3c4c(sc3n12)CCC4	4.7	60	1.1	-4%	0.4%	2%	3.9%	3%	i	32	i	1.3
33	COc1ccccc1N=c1c2c([N+](=O)[O-])cc([N+](=O)[O-])cc2n(O)n1-c1ccccc1OC	0.3	37	1	-4%	·	·	2.9%	17%	i	17	·	·
34	O=C1NC[C@@H](Cc2cccc3ccccc23)N(CCC23CC4CC(CC(C4)C2)C3)C1=O	13	89	·	0%	1.7%	3%	-0.8%	11%	i	39	i	1.9
35	Cc1c(S(=O)(=O)Nc2cccc(Cl)c2)c(=O)n(C)c(=O)n1C	2.1	65	1.2	10%	0.7%	2%	1.6%	0%	i	34	i	2.0
36	Nc1ccc(Cc2ccc(N)c(C(=O)O)c2)cc1C(=O)O	-1.6	74	1.1	3%	2.0%	7%	-0.1%	8%	i	53	i	9.9
37	COc1ccc(NC(=O)c2cc(S(=O)(=O)NCC3COc4ccccc4O3)ccc2F)cc1 (centres undefined)	0.4	43	1	0%	3.8%	7%	12%	10%	i	29	i	0.4
38	CN(Cc1cccs1)c1ncnc2sccc12	0.3	97	1	10%	-0.1%	0%	2.3%	1%	i	15	i	0.7
39	CCN(CC)c1ccc(C(=O)NC(=S)Nc2cc(S(=O)(=O)N3CCOCC3)ccc2-n2cncn2)cc1	2.3	55	0.9	-8%	1.9%[50 µM]	7%	0.4%	-3%	i	4	i	0.3
40	COc1cc(/C=C2\SC(=S)N(CC(=O)Nc3ccc(O)cc3)C2=O)cc(OC)c1OC	·	·	1.1	2%	0.6%	2%	·	8%	·	·	i	0.5
41	O=C(Nc1ccc(N2CCCCC2)c(S(=O)(=O)Nc2ccccc2Cl)c1)c1cccnc1	16	57	·	·	-1.8%	4%	·	·	i	35	i	0.9
42	c1ccc(Oc2cccc(OCCCCN3CCCC3)c2)cc1	-1.6	56	1.1	15%	0.2%	18%	-0.3%	-2%	i	29	i	0.0
43	CC(=O)c1ccc(S(=O)(=O)N2CCN(CCOc3ccccc3)CC2)cc1	-1.0	57	·	·	0.5%[50 µM]	2%	·	·	i	45	i	0.7
44	COCCNC(=O)c1cc(C(=O)CC(C)C)c[nH]1	0.1	46	1	9%	-0.5%	4%	0.5%	-3%	i	30	i	0.7
45	Cn1nc(-c2ccc(OCC(=O)NCC3CCCO3)cc2)c2ccccc2c1=O (centres undefined)	-0.6	38	1	-5%	0.8%	11%	-0.9%	15%	i	15	i	1.3
46	COc1ccc(CCC(=O)NNC(=O)Nc2ccc(OC)c(OC)c2)cc1	-1.2	75	·	1%	2.0%[50 µM]	10%	2.3%	14%	i	10	i	0.2
47	CC[C@@]1(C(=O)OC)N[C@H](CN(C)C(=O)NC(C)C)[C@@H]2C(=O)N(Cc3ccccc3)C(=O)[C@@H]21	-1.1	49	·	·	-0.2%	5%	·	·	i	7	i	1.3
48	COc1ccc(NC(=O)N2CCN(S(C)(=O)=O)CC2)cc1OC	0.2	84	0.9	-9%	-0.3%	6%	0.1%	7%	i	37	i	1.4
49	Brc1ccc(C2C3=C(Nc4ncnn42)c2ccccc2OC3c2ccncc2)cc1 (centres undefined)	1.5	70	1	8%	0.1%	1%	4.2%	9%	i	39	i	0.9
